# From PubChem BioAssay
# APP 5UTR inh: APP translation inhibition; SH-SY5Y APP 5'UTR-luciferase reporter, luminescence; inhibition, % at 2 µM; actives 0.82% (n = 190,000);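 active means inhibition above a set limit, derived from the sample mean plus 3 SD, cut at about 45% in these data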; further: values of inactives mirror those of a sister screen read the other way
# TLR4 MyD88 comp: inhibitors of human TLR4-MyD88 binding. O00206+Q99836. actives 0.18% (n = 200,000). inhibition, % at 8.4 µM. HeLa CL3-4 TLR4/MyD88 BLA complementation, FRET ratio; in the data active means inhibition above about 25%;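 further: 0% = vehicle and 100% = reference inhibitor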
# Diaphorase act: counter-screen for diaphorase-based assays: diaphorase activators and chemical reducers | Diaphorase/resazurin coupled assay, resorufin fluorescence, 16 min; active compounds read high; 1 = vehicle wells, 0 = NADH-free wells | activation factor at 20 µM | actives 0.005% (n = 190,000);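 active means diaphorase activity raised at least twofold by the compound at 20 µM; inactive means activation factor below 2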
#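 Assay system: Purified diaphorase enzyme from Clostridium kluyveri | Amount: Enzyme 0.07 U/mL final | Dosing: Compound 20 µM once, DMSO 1% | Timing: 16 min reaction at room temperature | Detection: Fluorescence, excitation 544 nm and emission 590 nm | Evaluation: Higher resorufin formation from activation or reduction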
# APP 5'UTR act: APP 5'UTR luciferase reporter activation. activation, % at 2 µM. SH-SY5Y APP 5'UTR luciferase reporter, luminescence; zero percent = DMSO vehicle wells. actives 1% (n = 190,000). AID 1276;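 active means activation above a set limit, based on mean plus 3 SD of controls, cut at about 140% in these data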; further: values of inactives mirror those of a sister screen read the other way
# Diaphorase inh: counter-screen for diaphorase-based assays: diaphorase inhibitors and chemical oxidizers. actives 0.69% (n = 190,000). diaphorase resazurin-to-resorufin fluorescence, NADH, 16 min; bacterial (C. kluyveri) enzyme, not human. AID 1217. inhibition, % at 20 µM;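 active means primary screen inhibition at 20 µM above a set limit, cut at about 50% in these data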;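 further: plate controls were DMSO with full reaction for no effect and wells lacking NADH for full effect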
#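 Assay system – diaphorase enzyme from Clostridium kluyveri · Amount – diaphorase 0.14 U/mL (working solution) · Times – reaction incubation of 16 min at room temperature · Controls – No-NADH positive control and DMSO neutral control · Signal – resorufin fluorescence 544/590 nm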
# G6PDH CS: counter-screen for G6PDH assay hits: L. mesenteroides G6PDH inhibition; AID 1020; inhibition, % at 5 µM; Purified L. mesenteroides G6PDH, diaphorase/resazurin coupled fluorescence, 45 min; actives 0.12% (n = 200,000); in the data active means inhibition above about 50%
# FLuc inhib CS: inhibits firefly luciferase, flagging false hits in luciferase inhibition screens; P08659; ATPLite firefly luciferase biochemical luminescence, 10 min; inhibition, % at 10 µM; actives 1.5% (n = 200,000);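 active means inhibition above about 50% when tested at 10 µM, limit read from the data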
# Target sequence (P08659 whole entry, looked up): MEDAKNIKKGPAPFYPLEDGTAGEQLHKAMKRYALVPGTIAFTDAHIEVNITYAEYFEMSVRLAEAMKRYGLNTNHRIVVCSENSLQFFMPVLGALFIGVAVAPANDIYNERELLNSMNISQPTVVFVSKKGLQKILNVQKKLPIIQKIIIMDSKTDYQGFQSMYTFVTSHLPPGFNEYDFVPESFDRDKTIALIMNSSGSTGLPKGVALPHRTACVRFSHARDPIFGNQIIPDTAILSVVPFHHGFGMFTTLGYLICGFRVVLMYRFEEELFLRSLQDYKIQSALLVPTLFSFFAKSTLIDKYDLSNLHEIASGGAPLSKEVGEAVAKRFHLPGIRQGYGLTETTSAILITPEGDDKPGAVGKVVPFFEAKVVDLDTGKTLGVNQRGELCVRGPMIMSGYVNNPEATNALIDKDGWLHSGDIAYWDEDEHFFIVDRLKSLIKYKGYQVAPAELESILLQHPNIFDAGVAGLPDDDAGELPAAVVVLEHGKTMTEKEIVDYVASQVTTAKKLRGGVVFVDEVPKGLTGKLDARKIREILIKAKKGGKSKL
# FLuc act counter: affects firefly luciferase, flagging false hits in luciferase stimulation screens. P08659. activation factor at 10 µM. ATPlite luciferase biochemical, luminescence, 10 min; 0 = ATP-free wells, 1 = DMSO control. 200,000 tested, under 10 active;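 active means luciferase activation factor, scaled between plate controls, of at least 2 with compound at 10 µM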
#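 Material: Luciferase/luciferin reagent mix | Doses: Test compounds dosed from 2 mM stocks in 100% DMSO | Timing: 10 min incubation after luciferase reagent addition, room temperature | Measured by: Luminescence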
# NF-kB expr up: compounds increasing NF-kB expression in human neuronal cells | NF-kB reporter expression; active compounds read high | actives 1.6% (n = 190,000) | fold change at 12.5 µM; in the data active means fold change above about 3.3
# STAT1 act: increases IFN-gamma driven STAT1 reporter signal; NIH 3T3 STAT1-luciferase reporter, luminescence; 100% = IFN-gamma alone, no compound; activation (% of control), % at 5.5 µM; actives 2.6% (n = 200,000); AID 932;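 active means activation above the screen-wide mean activation plus 3 SD, cut at about 130% in these data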;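 further: raw ratio to IFN-gamma control signal so 100% means no change and 0% no light; values of inactives mirror those of a sister screen read the other way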
# Active calls of the source: *; · = not tested or not shown.
mol	APP 5UTR inh	TLR4 MyD88 comp	Diaphorase act	APP 5'UTR act	Diaphorase inh	G6PDH CS	FLuc inhib CS	FLuc act counter	NF-kB expr up	STAT1 act
N=C1C(c2nc3ccccc3[nH]2)=C(O)CN1NC(=O)COc1cccc(F)c1	8	6	0.8	-8	18	-6	-5	1	1.4	99
c1ccc(OCc2nc3c4c(ncn3n2)-c2ccccc2CC42CCCC2)cc1	17	7	0.9	-17	6	-14	-2	1	0.85	93
CC(=O)Nc1ccc(NC(=O)CSc2nnc(COc3ccccc3C)n2CC2CCCO2)cc1 (stereo unspecified)	7	5	0.8	-7	18	-3	-2	1	1.1	106
CCOC(=O)c1ccc(-n2c(CN(CC)CC)nc3ccc([N+](=O)[O-])cc3c2=O)cc1	-8	-7	0.8	8	20	4	-8	1.1	0.76	104
CCCCn1c(=O)nc2n(-c3ccc(Cl)cc3)c3ccccc3cc-2c1=O	-3	-5	1	3	0	1	-5	1	1.1	102
CN1CCN(S(=O)(=O)c2ccc(N3CCN(S(=O)(=O)/C=C/c4ccccc4)CC3)nc2)CC1	11	6	1	-11	5	3	-7	1.1	1	107
O=C(CSc1nc(N2CCCCC2)nc(N2CCCCC2)n1)Nc1nccs1	0	7	0.8	0	20	-10	-11	1.1	1.2	102
CCCCN1C(=O)C(=O)N(CC(=O)Nc2cc(OCC)c(N3CCOCC3)cc2OCC)C1=O	8	-2	1	-8	2	6	-5	1.1	·	106
O=C(CN1CCCCC1)Nc1nnc(-c2ccccc2)s1	-12	-5	0.8	12	16	9	-2	1	2.5	106
N/C(=N\OC(=O)c1cccc2ccccc12)c1cccnc1	-63	-10	0.8	63	20	17	34	0.7	1.9	128
CCCS(=O)(=O)N1CCC(C(=O)NCCN(CC)c2ccccc2)CC1	2	2	0.8	-2	16	-8	-6	1.1	1.2	105
CC(=O)NS(=O)(=O)c1ccc(NC(=O)/C=C/c2ccccc2Cl)cc1	11	9	0.9	-11	6	2	19	0.8	1	106

# Remaining list, next part:
mol	APP 5UTR inh	TLR4 MyD88 comp	Diaphorase act	APP 5'UTR act	Diaphorase inh	G6PDH CS	FLuc inhib CS	FLuc act counter	NF-kB expr up	STAT1 act
CCOc1ccc(-c2nnc(SCC(=O)Nc3ccc4c(c3)c3ccccc3n4CC)n2N)cc1	13	-7	1	-13	-1	3	-3	1	1.2	96
S=C(NCc1ccc(Cl)cc1)Nc1ccccc1	-18	4	0.8	18	16	19	3	1	1.3	105
CCCOc1ccc(/C=N/Nc2ccc(C(=O)O)cc2)c(OCCC)c1	-51	3	0.8	51	15	-2	3	1	1.2	96
COc1cccc(-c2nc(=S)c3c(n2Cc2ccco2)CCCC3)c1	-1	1	0.7	1	32	-11	-6	1.1	1.9	99
CC(C)N(Cc1ccccc1)C(=O)COC(=O)c1ccc2c(c1)OCCO2	-4	4	0.8	4	19	2	-2	1	0.85	98
Cc1ccc(NC(=S)N/N=C/c2c(C)[nH]c3ccccc23)cc1	-12	10	0.9	12	14	-2	14	0.9	1.2	113
COc1cc(C(=O)N[C@H](C(=O)NC(C)C23CC4CC(CC(C4)C2)C3)C(C)C)cc(OC)c1OC (stereo partly specified)	-1	-18	1.1	1	-5	-2	-5	1.1	1.2	95
Cc1cccc(NC(=O)CSc2nnc(-c3cc(C)n(-c4ccccc4)c3C)o2)c1C	3	-1	0.9	-3	6	6	12	0.9	0.5	81
CC(C)OC(=O)CSc1nc2cccnc2n1-c1ccc(F)cc1	-7	2	0.9	7	14	5	-5	1	0.87	93
CCOC(=O)c1[nH]c(C)c(C(=O)N2CCc3c([nH]c4ccccc34)C2c2ccccn2)c1C (stereo unspecified)	-10	0	0.8	10	21	6	1	1	0.53	94
CCC(/C=N/NC(=O)CCCCC(=O)N/N=C/C(CC)CC)CC	3	-8	0.9	-3	11	5	-2	1	1.2	96
Cn1c(SCc2c(F)cccc2Cl)nnc1-c1cnccn1	-72	1	0.8	72	22	6	1	1	1.9	130*

# (continued)
mol	APP 5UTR inh	TLR4 MyD88 comp	Diaphorase act	APP 5'UTR act	Diaphorase inh	G6PDH CS	FLuc inhib CS	FLuc act counter	NF-kB expr up	STAT1 act
Cn1nc(C(=O)NC2CCCc3ccccc32)ccc1=O (stereo unspecified)	-20	-6	0.9	20	5	-2	-5	1.1	1.1	97
Brc1ccc(-c2nnc3n2C2(CCCC2)Cc2ccccc2-3)o1	-6	10	0.9	6	7	-1	-4	1	1.2	95
CC(=O)c1ccc(NC(=O)c2noc3c2CCC3)cc1	-138	4	0.8	138*	20	13	19	0.8	4.8*	51
CCOC(=O)CSc1ccc(S(=O)(=O)N2CCCCC2)cc1[N+](=O)[O-]	0	-5	0.9	0	14	0	-5	1.1	1.2	104
Cc1cc(-c2n[nH]c(=S)n2/N=C/c2cccs2)n[nH]1	-7	-1	0.8	7	24	3	7	0.9	0.86	99
O=C1CC(c2c[nH]c3ccccc23)C(=O)N1 (stereo unspecified)	8	4	0.9	-8	9	-19	-5	1.1	1.1	95
CC(C)c1ccc(NC(=O)COC(=O)COc2ccccc2)cc1	2	-9	0.8	-2	21	8	-5	1.1	1.4	105
COc1cc(/C(C)=N/N2CCOCC2)cc(OC)c1OC	-15	6	0.9	15	8	0	-1	1	1.1	104
CCOC(=O)C1=NNC(C(=O)c2ccc(C)cc2)C1c1ccc(C)cc1 (stereo unspecified)	-15	-2	0.9	15	6	3	1	1	1.1	102
CCCCOc1ccc(C(=O)N2CCCCCC2)cc1	14	6	0.8	·	22	3	5	0.9	1.3	113
CCOC(=O)/C(=N/Nc1ccc(C)cc1)S(=O)(=O)c1ccc(Cl)cc1	63*	-2	0.8	-63	19	0	-2	1	1.6	113
O=S(=O)(N1CCCCC1)n1nnc2ccccc21	-2	2	0.8	2	15	-14	-7	1.1	0.9	112

# An excerpt from above in order of the FLuc inhib CS value, rising:
smiles	APP 5UTR inh	TLR4 MyD88 comp	APP 5'UTR act	FLuc inhib CS	NF-kB expr up	STAT1 act
CCOC(=O)c1ccc(-n2c(CN(CC)CC)nc3ccc([N+](=O)[O-])cc3c2=O)cc1	-8	-7	8	-8	0.76	104
O=S(=O)(N1CCCCC1)n1nnc2ccccc21	-2	2	2	-7	0.9	112
CC(=O)Nc1ccc(NC(=O)CSc2nnc(COc3ccccc3C)n2CC2CCCO2)cc1 (stereo unspecified)	7	5	-7	-2	1.1	106
N/C(=N\OC(=O)c1cccc2ccccc12)c1cccnc1	-63	-10	63	34	1.9	128

# The listing continues.
mol	APP 5UTR inh	TLR4 MyD88 comp	Diaphorase act	APP 5'UTR act	Diaphorase inh	G6PDH CS	FLuc inhib CS	FLuc act counter	NF-kB expr up	STAT1 act
O=[N+]([O-])c1ccccc1-c1ccc(/C=N/n2cnnc2)o1	-16	2	0.7	16	32	8	-8	1.1	0.81	100
CCC1(C)Cc2c(sc3c2c(=O)n(C)c2nnc(SCc4ccc5c(c4)OCO5)n32)CO1 (stereo unspecified)	1	6	0.8	-1	18	4	-9	1.1	1.2	110
NC1=NC2=C(CCCC2)C2(CCCCC2)S1	8	-19	1	-8	-3	4	0	1	0.96	83
COc1ccc(CNC(=O)Nc2ccc(C)cc2C)cc1	-21	-15	1.1	21	-11	-2	6	0.9	1.3	98
O=C(O)c1cccc(NS(=O)(=O)c2ccc(-c3ccc(S(=O)(=O)Nc4cccc(C(=O)O)c4)cc3)cc2)c1	2	-8	0.5	-2	51*	0	0	1	1.3	104
CCOC(=O)c1ccc2c(c1)N(Cc1ccccc1C)C(=O)c1ccccc1S2=O (stereo unspecified)	-10	-4	·	10	·	·	·	·	0.84	99
NC1=NC(=O)C2(COC(c3ccccc3Cl)OC2)S1 (stereo unspecified)	20	0	1	-20	2	2	-6	1.1	·	99
CN1CCN(C(=O)c2ccc(N3CCCC3=O)cc2)CC1	2	-1	1	-2	-1	0	-3	1	1	105
CCn1c(SCC(=O)N2CCc3ccccc32)nnc1-c1ccncc1	-10	6	0.9	10	13	-8	0	1	1.1	102
COc1ccccc1C(=O)Nc1ccc(-c2nnc(SCC(=O)O)n2C)cc1	-5	-2	0.9	5	9	3	-2	1	1.1	99
COc1ccccc1N1CCN(c2cc(=O)n(Cc3ccc(F)cc3)c(=O)[nH]2)CC1	16	5	0.9	-16	7	1	-3	1	1.1	104
COc1ccccc1/C=C/C(=O)Nc1ccc(N2CCOCC2)cc1	-3	-12	1.2	3	-17	9	0	1	0.97	99

# (more compounds)
mol	APP 5UTR inh	TLR4 MyD88 comp	Diaphorase act	APP 5'UTR act	Diaphorase inh	G6PDH CS	FLuc inhib CS	FLuc act counter	NF-kB expr up	STAT1 act
Cc1ccc2cc(C(c3nnnn3CC3CCCO3)N3CCc4ccccc4C3)c(=O)[nH]c2c1 (stereo unspecified)	-3	-1	0.5	3	54*	-2	-14	1.1	0.94	99
COc1ccc(N2CCN(CCNC(=O)c3c(C)cc(=O)oc3C)CC2)cc1	-2	4	0.9	3	7	3	-7	1.1	1.1	100
COc1ccc(N(CC(=O)N/N=C/c2ccc(OC3CSC3)cc2)S(=O)(=O)c2ccccc2)cc1	6	-12	0.8	-6	20	-18	-9	1.1	0.81	105
Cc1sc2ncnc(SCC(=O)N3c4ccccc4Sc4ccc(Cl)cc43)c2c1C	-7	-6	0.9	7	7	-8	-6	1.1	1	97
Cc1oc(-c2ccoc2)nc1CN(Cc1ccccc1)CC1CC1	-2	0	0.8	2	15	9	-10	1.1	0.99	104
CCOC(=O)/C(C)=C1\NC(C)(C)Cc2ccccc21	15	2	0.8	-15	18	16	-2	1	1	102
O=C(c1cc([N+](=O)[O-])ccc1Cl)N1CCN(c2ccccn2)CC1	-1	1	0.9	1	13	7	-5	1	1.2	102
Cc1ccc(-n2cc(C(=O)c3ccc4ccccc4c3O)cn2)cc1	-8	5	0.9	8	13	0	-7	1.1	1.1	99
Cc1cccc(-n2ncc3c(NCc4cccs4)ncnc32)c1	-76	-9	0.8	76	24	4	-2	1	2.2	131*
O=C(CN1C(=O)C2C3C=CC(C3)C2C1=O)Nc1cccc2c1CCCC2 (stereo unspecified)	3	-7	0.9	-3	11	-2	-7	1.1	0.92	96
CCOC(=O)COc1c(OC)cc(Cl)cc1C1Nc2ccccc2C(=O)N1c1cccc(C)c1 (stereo unspecified)	-23	-10	0.9	23	14	11	-2	1	1	99
Cc1cccc(C)c1OCc1nc2ccccc2c(=O)n1/N=C/c1ccc(OCC(=O)O)cc1	-4	9	1	4	-2	6	1	1	1.1	103

# New compounds follow
mol	APP 5UTR inh	TLR4 MyD88 comp	Diaphorase act	APP 5'UTR act	Diaphorase inh	G6PDH CS	FLuc inhib CS	FLuc act counter	NF-kB expr up	STAT1 act
Cc1cccc(NC(=O)c2ccc(OCC3CCCO3)cc2)c1C (stereo unspecified)	-18	-5	0.9	18	12	-1	2	1	1.5	110
COC(=O)c1cccc(NC(=O)CCSc2ccc(Cl)cc2)c1C	-3	-5	0.8	3	17	-5	-5	1.1	1	104
CN(C)c1ccc(/C(=N\O)C(F)(F)F)cc1	4	-17	1.1	-4	-13	10	-2	1	1.1	100
CCNS(=O)(=O)c1ccc2c(c1)NCC2	-15	11	0.9	15	9	6	-5	1	1.2	85
O=C(Nc1ccc(F)cc1)C1=CC(=O)N2CCN=C2S1	-20	-3	0.9	20	6	-6	10	0.9	1.2	112
COc1ccc(C(C)=O)cc1CSc1nc(C)cc(C)n1	1	-7	1	-1	-3	5	-5	1.1	1.1	94
